Screening results (PubChem BioAssay)
BoNT-A LC inh2 = BoNT/A light chain protease inhibitors, primary screen, biochemical, flow cytometry, MLPCN library; Botulinum neurotoxin type A light chain protease (Clostridium botulinum A str. ATCC 3502); multiplex microsphere protease substrate cleavage; inhibition, % at 10 µM; 0.17% of 360,000 active; in the data active = inhibition above about 30%; inconclusive = no clear call, values can overlap the other calls; note: plate controls were buffer without enzyme for full effect and enzyme alone for no effect
PrPC TRFRET = inhibitors of human cell surface prion protein PrPC, primary screen, cell-based, TR-FRET | Major prion protein (Homo sapiens), P04156 | TR-FRET read-out | inhibition, % at 13.8 µM | 0.43% of 370,000 active; in the data active = inhibition above about 24%; note: 0% = median of the test wells and 100% = reference compound wells
Mtb UGM inh = M. tuberculosis UGM enzyme inhibitors, primary screen, biochemical, fluorescence polarization, single point | UDP-galactopyranose mutase (Mycobacterium tuberculosis (strain ATCC 25618 / H37Rv)), … | purified UGM, fluorescence polarization probe displacement | inhibition, % at 10 µM | 0.06% of 320,000 active | AID 504406, 2011; in the data active = inhibition above about 10%, passing the limit was not always enough; inconclusive = no clear call, values can overlap the other calls
Target sequence (P9WIQ1 whole entry, looked up): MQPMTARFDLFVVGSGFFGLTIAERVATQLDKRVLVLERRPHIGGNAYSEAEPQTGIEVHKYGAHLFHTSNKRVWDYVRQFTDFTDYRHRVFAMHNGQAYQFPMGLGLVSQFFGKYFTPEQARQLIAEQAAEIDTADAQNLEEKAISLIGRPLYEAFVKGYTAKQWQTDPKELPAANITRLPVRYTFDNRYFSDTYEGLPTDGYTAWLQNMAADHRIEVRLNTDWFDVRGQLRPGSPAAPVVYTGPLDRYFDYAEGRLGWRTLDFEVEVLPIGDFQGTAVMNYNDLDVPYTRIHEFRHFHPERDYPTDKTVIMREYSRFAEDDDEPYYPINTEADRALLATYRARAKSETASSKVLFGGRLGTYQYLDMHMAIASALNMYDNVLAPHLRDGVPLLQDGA
BioA inh = M. tuberculosis BioA enzyme inhibitors, primary screen, biochemical, plate reader, single point, HTS; 7,8-diaminopelargonic acid synthase BioA (Mycobacterium tuberculosis); purified M. tuberculosis BioA enzyme; inhibition, % at 9.99 µM; 0.096% of 360,000 active; AID 602481, 2012; in the data active = inhibition above about 40%; inconclusive = no clear call, values can overlap the other calls
CCHFV vOTU inh = CCHFV vOTU protease inhibitors, primary screen, biochemical, Pep-AMC substrate, fluorescence | inhibition, % at 11.5 µM | 0.55% of 370,000 active | AID 651958, 2012; note: 0% = vehicle wells with enzyme and 100% = no enzyme wells
FadD28 FP inh = inhibitors of FadD28 bisubstrate probe binding, primary screen, biochemical, fluorescence polarization, single point. Mycobacterium tuberculosis FadD28 fatty-acid-AMP ligase. inhibition, % at 12.5 µM. 0.22% of 360,000 active; in the data active = inhibition above about 8.5%, passing the limit was not always enough; inconclusive = no clear call, values can overlap the other calls
BoNT F protease = BoNT/F light chain protease inhibitors, primary screen, biochemical, flow cytometry, MLPCN library; inhibition, % at 10 µM; Multiplex microsphere protease cleavage assay; Botulinum neurotoxin type F light chain protease (Clostridium botulinum); 0.22% of 360,000 active; in the data active = inhibition above about 35%, passing the limit was not always enough; inconclusive = no clear call, values can overlap the other calls; note: plate controls were buffer without enzyme for full effect and enzyme alone for no effect
Mtb FBA inh = Mtb FBA enzyme inhibitors, primary screen, biochemical, fluorescence, strain H37Rv | Fructose-bisphosphate aldolase (Mycobacterium tuberculosis (strain ATCC 25618 / H37Rv)), … | purified M. tuberculosis FBA, fluorescence read-out | inhibition, % at 1 µM | 2.3% of 360,000 active | AID 588726, 2011; in the data active = inhibition above about 27%;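 note: 0% = vehicle and 100% = reference inhibitor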
Target sequence (P9WQA3 whole entry, looked up): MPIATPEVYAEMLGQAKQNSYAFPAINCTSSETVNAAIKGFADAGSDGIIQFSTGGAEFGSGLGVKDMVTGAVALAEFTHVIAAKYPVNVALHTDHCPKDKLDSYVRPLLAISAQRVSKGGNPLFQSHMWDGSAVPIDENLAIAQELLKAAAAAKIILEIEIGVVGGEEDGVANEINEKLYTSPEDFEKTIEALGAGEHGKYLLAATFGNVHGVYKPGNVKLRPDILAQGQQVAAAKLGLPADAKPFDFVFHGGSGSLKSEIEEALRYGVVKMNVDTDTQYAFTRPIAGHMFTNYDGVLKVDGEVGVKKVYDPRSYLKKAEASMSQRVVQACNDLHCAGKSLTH
GDH-TPI counter = GDH-TPI coupling enzyme inhibitors, primary screen, artefact control for M. tuberculosis FBA inhibitor project, biochemical, absorbance, full deck. GDH-TPI coupled enzyme counterscreen, NADH absorbance. inhibition, % at 4.8 µM. 1.2% of 360,000 active;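 note: 0% = DMSO wells and 100% = wells lacking the enzyme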
* = called active by the depositor; ? = inconclusive; / = no result given; & = joins results of further samples. Cut-off read from the data, not from the text of the source, unless noted: active = inhibition above about 30%; inactive = the rest.

SMILES	BoNT-A LC inh2	PrPC TRFRET	Mtb UGM inh	BioA inh	CCHFV vOTU inh	FadD28 FP inh	BoNT F protease	Mtb FBA inh	GDH-TPI counter
COc1ccc(-n2nc(C(=O)NCC(=O)N3CCCCCC3)c3ccccc3c2=O)cc1	0.8	0	-2.9	2.7	-16	-0.5	-1	-2	-3
CCN1CCN(C(=O)C2CCCN(S(=O)(=O)c3ccc(OC)c(OC)c3)C2)CC1 (stereo not drawn)	0.0	-2	-1.1	0.2	8	-3.4	7	-1	-10
COc1ccc(-c2cc(C)no2)cc1S(=O)(=O)N1CCN(c2ccccc2F)CC1	9.1	-3	-0.8	0.3	8	-3.5	13	0	4
CC(NC1=NCCS1)c1ccccc1 (stereo not drawn)	-1.3	7	-1.4	/	17	-3.7	-6	1	0
COc1ccc(OC)c(S(=O)(=O)N2CCCC(C(=O)NCc3cccnc3)C2)c1 (stereo not drawn)	-1.9	5	1.6	0.0	12	-1.2	-7	-2	-1
CC(OC(=O)c1nc(Cl)ccc1Cl)C(=O)Nc1ccc2c(c1)OCCO2 (stereo not drawn)	0.2	0	0.4	/	-2	-3.2	-3	2	-1
COc1ccc(N(CC(=O)NCc2ccncc2)S(=O)(=O)c2ccccc2[N+](=O)[O-])c(OC)c1	0.0	4	0.9	/	5	-4.4	-1	-4	7
Nc1ccc(N=Nc2ccccc2Cl)c(N)n1	0.2	-5	-4.7	-1.0	30*	0.8	?	-17	0
O=C1OCC2=C1C(c1ccc3c(c1)OCO3)c1cc3c(cc1O2)OCO3 (stereo not drawn)	0.1	5	/	/	-1	-3.5	2	-2	-5
O=C(COc1ccc(Cl)cc1Br)NC(=O)NC1CCCC1	1.4	3	/	0.3	5	-4.2	-16	0	-5
O=c1[nH]c(=O)c2nnc(N/N=C\c3ccc(O)cc3)nc2[nH]1	0.6	-12	1.6	/	12	0.1	-3	-6	23
COc1ccc(C(C)=O)cc1COc1ccc(Cl)cc1Cl	-0.4	-1	-3.9	-1.5	-2	-1.0	0	-1	-4
CCOC(=O)c1c(C)[nH]c(C(=O)OCC(=O)NCc2ccco2)c1C	0.1	-3	/	0.6	7	-1.9	0	-2	2
O=C(CCc1ccccc1)N1Cc2cc(-c3ccccc3)ccc2-n2nncc2C1	0.8	-4	/	4.7	-5	-13	4	0	/
O=C(c1ccc(=O)[nH]c1)N1CCN(S(=O)(=O)c2ccc(Cl)cc2)CC1	0.9	3	0.5	-4.6	1	1.5	0	4	5
CN(C)C(=O)CN(c1ccc2c(c1)OCO2)S(C)(=O)=O	0.5	1	0.7	-2.3	-6	-1.8	6	1	-3
CCc1nc2ccc(C(=O)NCCc3ccccn3)cn2c1N(C)CCC(C)C	-0.3	6	/	1.8	20	0.0	7	1	-1
CC(=O)Nc1ccccc1OCC(=O)NC(C)c1ccccc1 (stereo not drawn)	0.4	6	-0.9	/	-6	-3.2	2	3	-4
CN(CC(=O)Nc1cccc(F)c1)C(=O)CC1CC2CCC1C2 (stereo not drawn)	3.6	3	-0.5	-1.8	5	-0.1	12	1	12
CCn1c(=O)cc(OCC(=O)N(C)C2CCCCC2)c2ccccc21	?	3	0.2	-0.6	-9	-0.4	?	0	3
CC1CCN(CC(=O)Nc2ccc(N3CCCCCC3)cc2)CC1	0.4	2	-0.1	/	7	-1.0	-39	0	-2
O=C(NCc1cccnc1)Nc1cccc([N+](=O)[O-])c1	-1.3	-29	-2.2	5.1	-3	-1.8	-1	2	7
Cc1ccsc1C(=O)OCC(=O)NC1CCCCC1	-0.1	-2	/	-0.8	-12	-1.5	5	3	7
O=C(Nc1cccc(OC(F)(F)F)c1)C1Cc2c(-c3ccc(Cl)cc3)ccnc2O1 (stereo not drawn)	0.2	-6	/	-0.5	20	-1.4	1	0	9
Cc1cc(=O)[nH]c(SCC(=O)Nc2ccc(S(=O)(=O)N3CCCCC3)cc2)n1	1.2	-5	0.1	-4.1	-6	0.0	6	2	4
O=C(c1cccnc1)N(c1cc2sc(=O)oc2c2ccccc12)S(=O)(=O)c1ccccc1	-0.6	-10	-0.9	/	1	2.1	-10	-3	7
O=C(CSC1=NCCS1)N1CCN(c2ccc(Cl)cc2)CC1	3.6	5	0.9	20	-4	-2.1	20	-1	-10
CCCCNC(=O)COC(=O)c1ccc(SC)cc1OC	0.3	-8	-1.4	/	11	-3.3	-5	0	-6
O=C(COC(=O)Cc1cccc(C(F)(F)F)c1)NC1CC1	-0.4	8	-1.4	/	-4	-0.8	-1	-2	-1
CCCC1NC(C(=O)O)Cc2c1[nH]c1ccccc21 (stereo not drawn)	-3.4	-8	-1.2	-1.2	-56	-2.7	-18	29*	3
CC1CCCCC1NC(=O)C1CC=CCC1C(=O)O (stereo not drawn)	0.1	-4	-0.5	-0.7	9	-2.6	-4	0	-4
CSc1ccc(CN2CCN(C(=O)COc3ccc(C)cc3)CC2)cc1	0.1	-5	-0.5	/	0	-5.3	-2	-1	-3
CCOC(=O)N1CCC(NC(=O)CNS(=O)(=O)c2ccc(Br)s2)CC1	-0.8	/	0.7	-0.1	/	-0.6	-4	0	-3
CCOc1ccc(Oc2ccccc2NC(=O)C2=COCCO2)cc1	1.9	-5	2.5	0.3	6	-2.1	4	3	10
CC(=O)Nc1ccc(Nc2nccc(C)n2)cc1	0.2	-5	/	-0.5	1	-1.0	-8	-1	/
CCn1ncc(/C=N/NC(=O)c2ccc3c(c2)OCO3)c1C	0.6	11	-4.4	0.6	7	-3.6	-7	1	11
CC1CCN(C(=O)c2ccc(N3CC4CC(C3)c3cccc(=O)n3C4)c([N+](=O)[O-])c2)CC1 (stereo not drawn)	-0.7	-15	3.4	/	-15	-0.1	0	-1	1
COc1ccccc1C(=O)NCCC(=O)NC1CCC(C)CC1 (stereo not drawn)	0.9	8	-2.7	0.2	5	/	4	-1	4
COc1ccc(C(CC(=O)O)NS(=O)(=O)c2ccc3c(c2)NC(=O)CO3)cc1 (stereo not drawn)	0.4	9	-0.8	-3.6	10	-0.3	4	1	-1
Cn1c(CCN2CCCC2)nc2cc(NS(=O)(=O)c3ccccc3)ccc21	-4.2	-7	1.7	-2.7	2	-0.9	-2	0	3
C[C@H]1CN([C@@H](C)CO)C(=O)c2cc(NC(=O)C3CCCCC3)ccc2O[C@H]1CN(C)C(=O)Nc1ccc2c(c1)OCO2	-1.3	1	2.6	0.9&-4.0	0	1.9	-6	2	12
CCOC(=O)N1CCC(N2C(=O)c3ccc(C(=O)NCc4ccc(F)cc4)cc3C2=O)CC1	-0.2	-6	0.6	-0.6	-4	-2.3	5	-3	7
O=C(NCc1ccccc1)NC(=O)c1ccc(Cl)cc1	2.4	2	-2.4	-7.1	-6	-2.0	5	3	5
Cc1ccnc(NC(=O)CCC(=O)N(CC(=O)NCCc2ccccc2)c2ccc(F)cc2)c1	-1.0	-7	2.1	0.1	8	1.1	8	-3	-1
O=C(COc1ccc(Br)cc1F)NCC1(N2CCCCC2)CCCCC1	0.7	-2	3.7	0.8	15	-4.2	0	0	7
CNc1ccc(S(=O)(=O)NCC(=O)OCC(=O)Nc2cccc(Cl)c2Cl)cc1[N+](=O)[O-]	-0.6	-14	-0.6	-0.7	-2	-1.3	1	-6	8
O=C(NCc1cccc(Cl)c1)c1cccc(C(F)(F)F)c1	-2.0	-5	2.9	0.0	1	-3.9	-13	-3	6
O=C(C1=C[C@H](c2csc3ccccc23)C[C@H](OCCCCO)O1)N1CCN(Cc2ccccc2)CC1	-0.1	2	2.0	-2.3	4	-3.7	-4	1	-2

Some of the entries so far, as comma-separated lines.
SMILES,BoNT-A LC inh2,PrPC TRFRET,Mtb UGM inh,BioA inh,CCHFV vOTU inh,FadD28 FP inh,BoNT F protease,Mtb FBA inh,GDH-TPI counter
COc1ccccc1C(=O)NCCC(=O)NC1CCC(C)CC1 (stereo not drawn),0.9,8,-2.7,0.2,5,/,4,-1,4
COc1ccc(C(CC(=O)O)NS(=O)(=O)c2ccc3c(c2)NC(=O)CO3)cc1 (stereo not drawn),0.4,9,-0.8,-3.6,10,-0.3,4,1,-1
Cn1c(CCN2CCCC2)nc2cc(NS(=O)(=O)c3ccccc3)ccc21,-4.2,-7,1.7,-2.7,2,-0.9,-2,0,3
C[C@H]1CN([C@@H](C)CO)C(=O)c2cc(NC(=O)C3CCCCC3)ccc2O[C@H]1CN(C)C(=O)Nc1ccc2c(c1)OCO2,-1.3,1,2.6,0.9&-4.0,0,1.9,-6,2,12
CCOC(=O)N1CCC(N2C(=O)c3ccc(C(=O)NCc4ccc(F)cc4)cc3C2=O)CC1,-0.2,-6,0.6,-0.6,-4,-2.3,5,-3,7
O=C(NCc1ccccc1)NC(=O)c1ccc(Cl)cc1,2.4,2,-2.4,-7.1,-6,-2.0,5,3,5
Cc1ccnc(NC(=O)CCC(=O)N(CC(=O)NCCc2ccccc2)c2ccc(F)cc2)c1,-1.0,-7,2.1,0.1,8,1.1,8,-3,-1
O=C(COc1ccc(Br)cc1F)NCC1(N2CCCCC2)CCCCC1,0.7,-2,3.7,0.8,15,-4.2,0,0,7
CNc1ccc(S(=O)(=O)NCC(=O)OCC(=O)Nc2cccc(Cl)c2Cl)cc1[N+](=O)[O-],-0.6,-14,-0.6,-0.7,-2,-1.3,1,-6,8
O=C(NCc1cccc(Cl)c1)c1cccc(C(F)(F)F)c1,-2.0,-5,2.9,0.0,1,-3.9,-13,-3,6
O=C(C1=C[C@H](c2csc3ccccc23)C[C@H](OCCCCO)O1)N1CCN(Cc2ccccc2)CC1,-0.1,2,2.0,-2.3,4,-3.7,-4,1,-2

Further results
SMILES	BoNT-A LC inh2	PrPC TRFRET	Mtb UGM inh	BioA inh	CCHFV vOTU inh	FadD28 FP inh	BoNT F protease	Mtb FBA inh	GDH-TPI counter
O=C(NNS(=O)(=O)c1ccccc1[N+](=O)[O-])c1ccccc1Cl	0.7	0	-2.3	/	1	0.2	1	3	6
COc1ccc(CNC(=O)c2csnn2)cc1	-0.5	0	3.1	1.0	13	-0.1	-5	0	10
O=C1CC(N2CCOCC2)C(=O)N1c1ccc(Cl)cc1 (stereo not drawn)	-0.6	9	2.3	-0.1	-10	-0.3	2	2	-5
O=C1COc2ccc(C(=O)COC(=O)Cc3ccccc3)cc2N1	-0.5	-1	-1.8	-0.2	0	-1.3	6	2	5
Cc1[nH]c(C)c(S(=O)(=O)N2CCc3ccccc32)c1C(=O)N1CCCCC1	-0.9	-8	-1.5	-0.3	0	-4.6	-4	-2	-4
O=S(=O)(c1ccc(OCC(O)CN2CCCCC2)cc1)N1CCOCC1 (stereo not drawn)	0.1	-6	-1.2	-2.1	-4	2.7	3	-2	-1
NC(=O)c1cc(-c2ccccc2)nc(N2CCOCC2)n1	0.7	-16	-1.4	-2.7	0	-2.9	?	-1	2
c1ccc(CNn2c(N3CCOCC3)nc3ccccc32)cc1	0.2	7	/	-2.6	16	-0.6	-1	1	16
COc1cccc(Cn2cnc3c(NS(=O)(=O)c4cc(Cl)ccc4Cl)c(C)c(C)cc32)c1	0.1	0	-1.0	-0.4	5	-5.7	-1	3	4
